Shn3 inh set2: Schnurri-3 reporter inhibition in Clone20 osteoblasts. Clone20 osteoblast Shn3 3'UTR firefly luciferase, 24 h. actives 0.52% (n = 360,000). inhibition, % at 12.5 µM;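 active means mean inhibition of at least 75% with every replicate also reaching 75%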;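 further: 0% = median of neutral control wells and 100% = pilot-screen positive control compound; some compounds past the cut are filed as inactive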
TROY signal inh: TROY signaling inhibition | Q293 LMP1-TROYcd NF-kB luciferase reporter, 4 h | inhibition, % at 10 µM | actives 0.98% (n = 360,000) | AID 1347056;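 active means compounds whose plate-normalised and pattern-corrected inhibition of the luciferase reporter signal at the single screening dose is 50% or more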
NCOA3 inh: inhibits human SRC3 coactivator | AID 588352 | inhibition, % at 3.6 µM | Q9Y6Q9 | HEK293 GAL4-SRC3 luciferase reporter, luminescence | actives 0.17% (n = 360,000);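 active means inhibition above a per-campaign cutoff, the mean of all compounds plus 3 SD, cut at about 60% in these data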;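 further: 0% = DMSO-treated cells and 100% = gossypol-treated cells at 36 µM; higher means less SRC3-driven luciferase light from the GAL4 reporter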
NR5A2 inv ag: suppresses constitutive activity of human LRH-1; O00482; HEK293T StAR-luciferase reporter, LRH-1 transfected, 24 h; inhibition, % at 3.6 µM; actives 0.13% (n = 360,000);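 active means inhibition above the mean inhibition of all tested compounds plus 3 SD, cut at about 73% in these data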;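 further: 0% = DMSO wells and 100% = reporter-only cells lacking LRH-1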
Target sequence (O00482 whole entry, looked up): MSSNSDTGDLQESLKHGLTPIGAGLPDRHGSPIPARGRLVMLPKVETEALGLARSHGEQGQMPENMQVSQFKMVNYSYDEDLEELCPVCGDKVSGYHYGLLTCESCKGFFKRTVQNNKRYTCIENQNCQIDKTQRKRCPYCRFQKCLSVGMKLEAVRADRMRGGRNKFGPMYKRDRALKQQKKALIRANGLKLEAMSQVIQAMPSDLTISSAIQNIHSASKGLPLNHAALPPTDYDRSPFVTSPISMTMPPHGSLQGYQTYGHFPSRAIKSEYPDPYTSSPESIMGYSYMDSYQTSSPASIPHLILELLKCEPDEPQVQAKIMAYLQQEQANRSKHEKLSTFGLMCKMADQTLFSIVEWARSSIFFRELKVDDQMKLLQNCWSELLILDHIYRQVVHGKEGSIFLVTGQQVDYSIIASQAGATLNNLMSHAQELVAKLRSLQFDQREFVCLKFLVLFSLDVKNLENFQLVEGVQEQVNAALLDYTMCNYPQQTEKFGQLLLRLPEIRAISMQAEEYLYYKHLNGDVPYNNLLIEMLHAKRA
KKLEB tox: counter-screen for CF NF-kB inhibitors: cytotoxicity; KKLEB CF airway cells viability, ATPlite luminescence, overnight; hits give low values; cells stimulated with P. aeruginosa culture filtrate; activity change (cytotoxicity), % at 5 µM; actives 0.36% (n = 360,000); AID 602141;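 active means corrected activity change at or below -50% at 5 µM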
C8 TRAIL sens: caspase-8 TRAIL sensitization; NB7+C8 cells + TRAIL, ATPlite viability luminescence; inhibition (viability loss, TRAIL sensitization), % at 10 µM; actives 1% (n = 360,000);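 active means compounds causing at least 50% loss of cell viability in the single-dose screen, relative to plate controls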
COUP-TFII inh: NR2F2 (human) inhibition, primary screen; actives 0.7% (n = 370,000); AID 686940; HEK293T NGFI-A luciferase reporter, luminescence; P24468; inhibition, % at 8.6 µM;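 active means inhibition above a per-plate cutoff, mean inhibition of test wells between control levels plus 3 SD, cut at about 38% in these data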;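 further: cells cotransfected with COUP-TFII expression vector driving the NGFI-A reporter; 0% = median of COUP-TF2 test wells and 100% = reporter-only cells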
Target sequence (P24468 whole entry, looked up): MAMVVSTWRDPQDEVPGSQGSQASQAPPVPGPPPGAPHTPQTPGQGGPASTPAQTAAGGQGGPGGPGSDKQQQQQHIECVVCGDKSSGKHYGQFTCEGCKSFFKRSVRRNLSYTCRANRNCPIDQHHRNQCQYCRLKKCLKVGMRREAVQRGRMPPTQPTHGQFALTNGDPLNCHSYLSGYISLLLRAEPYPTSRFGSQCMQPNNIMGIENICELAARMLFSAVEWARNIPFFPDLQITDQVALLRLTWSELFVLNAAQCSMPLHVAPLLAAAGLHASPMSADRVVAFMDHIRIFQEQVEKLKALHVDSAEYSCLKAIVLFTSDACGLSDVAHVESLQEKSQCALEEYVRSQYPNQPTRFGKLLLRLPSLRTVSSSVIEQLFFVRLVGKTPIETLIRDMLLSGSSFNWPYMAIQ
NCOA1 inh: inhibits human SRC1 coactivator; AID 588354; Q15788; HEK293 GAL4-SRC1 luciferase reporter, luminescence; inhibition, % at 3.6 µM; actives 0.12% (n = 360,000);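 active means inhibition above the campaign mean plus 3 SD, with each screening campaign given its own cutoff, cut at about 60% in these data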;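 further: 0% = DMSO treated cells and 100% = gossypol at 36 µM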
TWEAK-Fn14 inh: blocks TWEAK-Fn14 interaction in a reporter cell assay | TWEAK-stimulated Fn14 reporter cells, luciferase luminescence, 8 h | inhibition, % at 10 µM | actives 2% (n = 360,000); in the data active means inhibition above about 50%
CF NFkB inh: cystic fibrosis NF-kB activation inhibition. KKLEB NF-kB-GFP reporter, PAF-induced, GFP fluorescence overnight. inhibition, % at 5 µM. actives 0.86% (n = 360,000);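 active means at least 50% inhibition at 5 µM, scaled per plate between neutral and stimulator controls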;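 further: PAF is a Pseudomonas aeruginosa culture filtrate used as stimulus; plate controls were PAF-stimulated DMSO wells for no effect and unstimulated DMSO wells for full effect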
LMP1 NFkB inh: reduces LMP1-driven NF-kappaB luciferase signal; LMP1-induced NF-kappaB luciferase reporter cells, luminescence; inhibition, % at 12.5 µM; actives 0.69% (n = 350,000); in the data active means inhibition above about 41%;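 further: 0% = neutral control wells and 100% = reference inhibitor control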
An asterisk follows results filed as active; . = not tested or not shown. Some of the compounds tested; count on the stated rates, not on these rows.

SMILES | Shn3 inh set2 | TROY signal inh | NCOA3 inh | NR5A2 inv ag | KKLEB tox | C8 TRAIL sens | COUP-TFII inh | NCOA1 inh | TWEAK-Fn14 inh | CF NFkB inh | LMP1 NFkB inh
COCCN1Cc2cccc(C(=O)NCC3CCN(CC(C)C)C3)c2C1=O (stereo unspecified) | 0 | -3 | -9 | 1 | -7 | -1 | 1 | -5 | 4 | -9 | -8
CCC12OC(=N)C(C#N)(C1C)C(C#N)(C#N)C(c1ccccc1)O2 (stereo unspecified) | 0 | 4 | 7 | 12 | 3 | 3 | -2 | -24 | -2 | 4 | -7
O=C(NCCCn1ccnc1)c1cc(Br)c(Br)s1 | -14 | 1 | 14 | -18 | 0 | -9 | 1 | -20 | 28 | 6 | 2
Cc1nc(SCC(=O)N2CCOCC2)c2c3c(sc2n1)CCC3 | 26 | -10 | 1 | -12 | -27 | 29 | 4 | 4 | -7 | 5 | 2
CCOc1ccccc1NC(=O)CCCNC(=O)Cn1cnc2sc(C)c(C)c2c1=O | -2 | -6 | 15 | -3 | -4 | -12 | -9 | -11 | -18 | 0 | -4
NS(=O)(=O)c1ccc(NC(=O)CSc2ncccn2)cc1 | -16 | -2 | 11 | -3 | 8 | -41 | -17 | -10 | -6 | 7 | 0
COc1ccc(NC(=O)CC2C(=O)N(c3cccc(OC)c3)C(=O)N2C(C)C)cc1 (stereo unspecified) | 1 | -5 | 3 | 7 | -4 | -6 | 10 | -33 | -6 | 12 | 1
O=C(CCCOc1ccc(Cl)cc1Cl)Nc1ccccc1C(=O)O | -32 | 11 | -49 | -142 | 2 | -4 | -6 | -38 | -29 | -5 | -21
Cc1cc(C)c(NC(=O)Cn2c(=O)n(-c3ccc(CC(=O)NCC4CCCO4)cc3)c(=O)c3ccccc32)c(C)c1 (stereo unspecified) | -8 | 12 | 5 | -16 | 5 | 26 | 11 | -9 | -17 | -16 | 4
O=C1Cn2c(nc3ccccc32)N1c1cccc(C(F)(F)F)c1 | -5 | -1 | -5 | -14 | 8 | 2 | -25 | 1 | -30 | -11 | -1
O=S(=O)(NCC1COc2ccccc2O1)c1ccc2ccccc2c1 (stereo unspecified) | -15 | 2 | 21 | 0 | -4 | 0 | -11 | -10 | -7 | 4 | -10
COC(=O)C1=C(C)N(C)C(=O)NC1c1cccc2ccccc12 (stereo unspecified) | -2 | 5 | 0 | 17 | -12 | 3 | -13 | 5 | 5 | 3 | -4
O=C(O)c1ccccc1C(=O)OC1CC2CCC1C2 (stereo unspecified) | 15 | -16 | -9 | 14 | 8 | -11 | 4 | -6 | -23 | -13 | 7
O=c1c2ccccc2n2c(-c3cccc(Cl)c3)nnc2n1Cc1ccccc1 | 1 | -17 | -3 | -17 | -4 | -7 | -9 | -4 | 3 | 33 | -1
Cc1ccc(C)c(S(=O)(=O)N(C)c2ccc(OC(=O)C3CCN(C(=O)Nc4ccccc4)CC3)cc2)c1 | -13 | 6 | 3 | -1 | -3 | 10 | 18 | -37 | 11 | -30 | 3
COc1cc(C(=O)NCc2cc3cc(Cl)ccc3n2C)cc(OC)c1OC | 16 | 17 | -13 | 0 | 0 | 3 | 11 | -2 | 3 | 2 | -6
O=C1CCCCCN1CP(=O)(O)CCc1ccccc1 | 4 | -23 | -7 | -9 | 6 | -1 | 7 | -4 | -7 | -3 | 3
Cc1noc(C)c1NC(=O)Nc1ccc2c(c1)C(=O)N([C@H](C)CO)C[C@H](C)[C@@H](CN(C)C(=O)Nc1ccc(C(F)(F)F)cc1)O2 | 1 | 11 | -4 | 5 | 9 | 2 | 12 | -28 | 2 | -23 | -3
CN(C)S(=O)(=O)n1cc(/C=C(\NC(=O)c2ccccc2F)C(=O)NCCCn2ccnc2)c2ccccc21 | 5 | 4 | -3 | -27 | -4 | 17 | -1 | -2 | 21 | 0 | -2
O=C(Nc1nc(-c2ccccc2)cs1)C1CCCO1 (stereo unspecified) | -55 | -12 | -46 | -48 | -6 | 12 | -12 | -30 | -4 | 1 | 2
CCOc1c(Cl)cc(CNc2ccc(N3CCCC3)cc2)cc1OC | -11 | -5 | 8 | 18 | -9 | 35 | -4 | -33 | 56* | 19 | 0
CCC(=O)N1CCC(C(N)=O)(N2CCCCC2)CC1 | 5 | -1 | 8 | -13 | -8 | 1 | 25 | -15 | 7 | 8 | 3
CCOC(=O)C1C(=O)CC(C)(O)C(C(=O)OCC)C1c1ccc(Br)cc1 (stereo unspecified) | 1 | 4 | 20 | -5 | 1 | -2 | 13 | 7 | -3 | -14 | 15
O=C(/C=C/c1c(Cl)nc2ccccn12)Nc1ccc(F)cc1 | -2 | -30 | 1 | 2 | 7 | -9 | 0 | -31 | -36 | -8 | -7
O=S(=O)(Nc1cccnc1)c1ccc(Cl)cc1 | 5 | -5 | 21 | 15 | 2 | 3 | 17 | 10 | -16 | 4 | -1

Continued:
SMILES | Shn3 inh set2 | TROY signal inh | NCOA3 inh | NR5A2 inv ag | KKLEB tox | C8 TRAIL sens | COUP-TFII inh | NCOA1 inh | TWEAK-Fn14 inh | CF NFkB inh | LMP1 NFkB inh
CCOC(=O)CSc1nnc(CNC(=O)Cc2ccccc2)n1C | 4 | -31 | 11 | 13 | 6 | -1 | 1 | -29 | -3 | 12 | -18
O=C(O)c1cccc(N2C(=O)/C(=C/c3ccc(SCc4ccc(Cl)cc4)o3)SC2=S)c1 | -9 | -18 | 13 | -6 | 25 | -9 | 14 | -25 | -28 | -17 | -9
CCC(C(=O)NC(C)(C)C)N(Cc1ccco1)C(=O)CNS(=O)(=O)c1ccc(OC)cc1 (stereo unspecified) | 5 | 2 | -2 | -3 | -11 | -2 | 1 | -7 | 9 | -8 | 2
Cn1cccc1C(=S)N1CCOCC1 | 11 | 2 | 5 | 6 | 5 | -6 | -3 | -16 | -6 | -2 | -15
COCCNC(=S)Nc1cc(OC)c(NC(=O)c2ccco2)cc1OC | 1 | 7 | 14 | 19 | 4 | -12 | -5 | 6 | 28 | 4 | -1
Cc1oc(-c2ccc(C(F)(F)F)cc2)nc1CN(Cc1ccccn1)C[C@@H]1CCC(=O)N1 | -13 | -11 | 7 | -4 | 4 | -7 | 14 | 0 | -8 | -1 | 3
Cc1c(NC(=O)CSc2ncnc3ccccc23)c(=O)n(-c2ccccc2)n1C | 7 | 8 | 2 | 14 | 0 | -2 | 23 | -16 | 11 | 16 | 3
CCOc1ccc(OCCCC(=O)N2CCN(S(=O)(=O)c3ccccc3C#N)CC2)cc1 | 5 | 2 | 14 | -15 | -3 | -13 | 7 | 1 | -9 | 4 | 6
CCN(CC(=O)NC1CCS(=O)(=O)C1)Cc1nc2c(Br)cc(Br)cc2c(=O)[nH]1 (stereo unspecified) | -1 | 5 | 4 | 5 | -1 | -6 | 2 | 5 | -6 | -6 | -5
OCc1cn(-c2ccccc2)nn1 | 13 | -3 | 8 | -4 | 3 | 4 | -3 | -23 | 14 | -6 | -4
Cc1ccnc2nc(C(=O)Nc3nnc(-c4ccc(Cl)cc4)o3)nn12 | -14 | -4 | -1 | -10 | 1 | -10 | -4 | -5 | -10 | 10 | -3
CCN(C(=O)COC(=O)c1cc(-c2ccccc2)nc2c1c(C)nn2-c1ccc(C)cc1)C1CCS(=O)(=O)C1 (stereo unspecified) | 3 | 0 | -14 | 8 | -33 | 8 | 15 | -8 | 26 | 22 | -5
Cc1ccc2cc(C#N)c(N3CCCN(S(=O)(=O)c4ccccc4)CC3)nc2c1C | -5 | -21 | 17 | -12 | 13 | -31 | 11 | -11 | 16 | 6 | 6
CCn1c(C(C)NC(=O)c2cccs2)nc2ccccc21 (stereo unspecified) | -6 | -1 | -2 | 0 | 0 | 4 | 6 | -16 | -10 | -20 | -20
O=C(Nc1ccc(N2CCOCC2)c(F)c1)c1cccs1 | -80 | -32 | -138 | -143 | 8 | 56* | -51 | -74 | 9 | 0 | 3
COc1ccc(-c2cc(C(=O)N3CCCCCC3)c3cc(C)ccc3n2)cc1 | -15 | -19 | 11 | -4 | -8 | 4 | -6 | -14 | 17 | 0 | -4
O=C(NCc1cccnc1)c1ccc(Cl)c(Cl)c1 | 8 | -14 | -15 | -5 | -5 | -2 | -3 | -9 | -12 | 0 | 16
c1ccc(-c2cc3n(c2)CCc2ccccc2-3)cc1 | -24 | 24 | -4 | -5 | -11 | -11 | 0 | 6 | 83* | 57* | 32
CC(C)CNc1oc(-c2ccc(F)cc2)nc1C#N | -11 | -49 | 0 | -24 | 2 | -6 | 1 | -12 | -13 | -5 | 1
O=C(CN(C(=O)c1ccccc1)N1C(=O)CCC1=O)c1cccs1 | 11 | -19 | -14 | 18 | 7 | -9 | 7 | 0 | -8 | -24 | 0
Cc1cc(-c2csc(N)n2)c(C)n1CCC(C)C | 25 | -6 | 7 | -18 | 9 | -1 | -2 | -12 | 1 | 7 | -4
CC(C)NC(=O)c1cccc(Cn2cc(Cl)cn2)c1 | 7 | -5 | 10 | 17 | 13 | -2 | -14 | -35 | -6 | -4 | 13
C=CCOc1ccccc1CN1CCCCCC1 | 3 | 6 | -1 | 9 | 2 | -5 | 24 | -2 | -2 | 0 | 2
COc1cc2c(cc1OC)C(NNC(=O)c1ccc(Br)o1)=NC(C)(C)C2 | -6 | 3 | 10 | 23 | 13 | -1 | 7 | 12 | -1 | 13 | 11
CCCCOc1ccc(-c2nnn(CC(=O)NCc3ccco3)n2)cc1 | -29 | -39 | -65 | -20 | -25 | 24 | -41 | -64 | 16 | 25 | -30

(next part)
SMILES | Shn3 inh set2 | TROY signal inh | NCOA3 inh | NR5A2 inv ag | KKLEB tox | C8 TRAIL sens | COUP-TFII inh | NCOA1 inh | TWEAK-Fn14 inh | CF NFkB inh | LMP1 NFkB inh
O=S(=O)(c1ccc(F)cc1)N1CCN(c2nc(-c3cccnc3)nc3ccccc23)CC1 | 2 | 8 | -78 | -2 | 11 | 8 | -2 | 4 | 1 | -19 | 3
Cc1cc(C)c(OCC(=O)OCC(=O)N2CCN(C(=O)c3ccco3)CC2)c(C)c1 | -16 | 0 | 1 | -8 | 0 | 3 | -8 | -5 | -7 | -3 | -1
CC(C)Oc1ccc(NC(=O)C2CCCNC2=O)cc1 (stereo unspecified) | -23 | -9 | -21 | -8 | 8 | 0 | 0 | -31 | -4 | -4 | 12
Cc1ccc(-c2nnn(CCOc3cccc(Br)c3)n2)cc1 | 1 | -31 | 16 | 9 | 13 | 11 | 0 | 1 | 3 | 3 | 11
C=CCNC(=S)NCc1ccccc1 | 3 | -11 | 8 | 12 | 6 | -10 | 9 | 7 | -2 | -11 | -5
C=C(C)C(=O)Nc1cccc(C2=NOC3(C2)C[C@@H](C(N)=O)N(C(=O)c2ccc(OC)cc2)C3)c1 (stereo partly specified) | -3 | -9 | 0 | 6 | -4 | -16 | . | -31 | 1 | 8 | -11

A draw from above in order of molar mass, smallest number first:
SMILES | Shn3 inh set2 | TROY signal inh | NCOA3 inh | NR5A2 inv ag | KKLEB tox | C8 TRAIL sens | COUP-TFII inh | NCOA1 inh | TWEAK-Fn14 inh | CF NFkB inh | LMP1 NFkB inh
C=CCNC(=S)NCc1ccccc1 | 3 | -11 | 8 | 12 | 6 | -10 | 9 | 7 | -2 | -11 | -5
CC(C)Oc1ccc(NC(=O)C2CCCNC2=O)cc1 (stereo unspecified) | -23 | -9 | -21 | -8 | 8 | 0 | 0 | -31 | -4 | -4 | 12
Cc1cc(C)c(OCC(=O)OCC(=O)N2CCN(C(=O)c3ccco3)CC2)c(C)c1 | -16 | 0 | 1 | -8 | 0 | 3 | -8 | -5 | -7 | -3 | -1

Source: PubChem
